# PrPC surface inh: inhibitors of human cell surface prion protein PrPC. TR-FRET read-out. inhibition, % at 13.8 µM. actives 0.43% (n = 370,000); in the data active = inhibition above about 24%; also: 0% = median of the test wells and 100% = reference compound wells
# CCHF vOTU inh: blocks the CCHF virus ovarian tumor domain protease | CCHFV vOTU protease, Pep-AMC fluorescence | AID 651958 | actives 0.55% (n = 370,000) | inhibition, % at 11.5 µM; in the data active = inhibition above about 30%; also: 0% = vehicle wells with enzyme and 100% = no enzyme wells
# MazEF act: activators of E. coli MazEF toxin-antitoxin RNase; P0AE70; FAM/BHQ RNA-DNA oligo cleavage fluorescence, 5 h; activation, % at 20 µM; actives 0.32% (n = 350,000); AID 504720; in the data active = activation above about 50%
# Target sequence (P0AE70 whole entry, looked up): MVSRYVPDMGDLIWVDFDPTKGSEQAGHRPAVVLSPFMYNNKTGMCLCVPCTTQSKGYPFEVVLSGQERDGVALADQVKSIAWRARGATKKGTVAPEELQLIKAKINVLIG
# BoNT-A LC inh2: blocks Botulinum neurotoxin A light chain protease | actives 0.17% (n = 360,000) | inhibition, % at 10 µM | multiplex microsphere protease substrate cleavage, flow cytometry; also: plate controls were buffer without enzyme for full effect and enzyme alone for no effect
# Anthrax LF inh2: blocks Bacillus anthracis lethal factor protease; P15917; multiplex microsphere protease cleavage assay, LF; inhibition, % at 10 µM; actives 0.12% (n = 360,000); also: plate controls were buffer without enzyme for full effect and enzyme alone for no effect
# PriA SSB inh: inhibitors of Klebsiella pneumoniae PriA binding to SSB C-terminal tail; AlphaScreen SSBct-PriA binding, biotinylated peptide; actives 0.6% (n = 430,000); inhibition, % at 33 µM; in the data active = inhibition mostly above about 37%, no sharp cut-off; inactive = mostly below about 20%;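 also: plate controls were negative control peptide for no effect and reference peptide for full effect; strong numbers were not always called active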
# VHR inh abs: blocks human VHR1 dual specificity phosphatase; recombinant VHR phosphatase, pNPP absorbance; actives 0.52% (n = 290,000); P51452; AID 1654; inhibition, % at 13.3 µM; in the data active = inhibition above about 50%; also: some compounds called inactive have numbers as strong as hits
# Target sequence (P51452 whole entry, looked up): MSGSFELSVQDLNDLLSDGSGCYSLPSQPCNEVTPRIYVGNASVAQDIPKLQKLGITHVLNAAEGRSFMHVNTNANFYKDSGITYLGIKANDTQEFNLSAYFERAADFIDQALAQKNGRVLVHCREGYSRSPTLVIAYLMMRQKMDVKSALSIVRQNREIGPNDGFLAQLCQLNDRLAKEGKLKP
# BoNT-F LC inh: BoNT F light chain protease inhibition | Multiplex microsphere protease cleavage assay, flow cytometry | inhibition, % at 10 µM | actives 0.22% (n = 360,000); in the data active = inhibition above about 35%, passing the limit was not always enough; inconclusive = no clear call, values can overlap the other calls; also: plate controls were buffer without enzyme for full effect and enzyme alone for no effect
# Rv3671c inh: inhibitors of M. tuberculosis serine protease Rv3671c. actives 0.048% (n = 320,000). inhibition, % at 5.96 µM. P9WHR9; in the data active = inhibition above about 38%;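 also: extracellular domain of Rv3671c used as enzyme; 0% = enzyme with DMSO and 100% = no enzyme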
# Target sequence (P9WHR9 whole entry, looked up, the tested form may be a part): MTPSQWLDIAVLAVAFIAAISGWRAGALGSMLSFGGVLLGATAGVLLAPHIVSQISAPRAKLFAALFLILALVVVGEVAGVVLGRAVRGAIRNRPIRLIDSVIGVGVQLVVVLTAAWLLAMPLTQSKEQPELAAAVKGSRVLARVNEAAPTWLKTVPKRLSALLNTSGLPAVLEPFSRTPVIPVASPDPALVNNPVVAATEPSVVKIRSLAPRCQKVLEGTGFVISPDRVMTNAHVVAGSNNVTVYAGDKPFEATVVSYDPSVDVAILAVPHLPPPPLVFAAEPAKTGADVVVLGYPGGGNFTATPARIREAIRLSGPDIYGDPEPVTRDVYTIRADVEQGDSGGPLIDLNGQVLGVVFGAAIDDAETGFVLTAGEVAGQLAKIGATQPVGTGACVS
# SARS 3CLpro inh: SARS-CoV 3CLpro protease inhibition | P0C6X7 | recombinant SARS-CoV 3CLpro, quenched FRET peptide cleavage | inhibition, % at 6 µM | actives 0.14% (n = 290,000) | AID 1706; in the data active = inhibition above about 12%
# * hit, by the source's call; ? = inconclusive; · = no result given; & = joins results of further samples. Rule as the data show it, unless noted: active = inhibition above about 30%; inconclusive = no clear call, values can overlap the other calls; inactive = below that. Not all compounds are listed, so the mix of outcomes need not match the whole.
no.	Structure	CCHF vOTU inh	BoNT-F LC inh	Anthrax LF inh2	MazEF act	VHR inh abs	Rv3671c inh	PriA SSB inh	SARS 3CLpro inh	BoNT-A LC inh2	PrPC surface inh
1	COc1ccccc1C(=O)Nc1ccncc1	-12	?	0	6	18	2	-8	-5	1.5	-1
2	Nc1nonc1-n1nnc(C(=O)N/N=C/c2ccccc2Br)c1CN1CCCC1	18	-11	-2	20	12	-5	·	-6	-2.4	-10
3	CCCc1nc2ccccc2c(C(=O)OCc2nnc(-c3cc(OC)c(OC)c(OC)c3)o2)c1CC	15	0	-3	-10	45	-10	-14	2	-0.5	0
4	Cc1ccc(C23CC4CC(CC(C(=O)NC(C(=O)O)C(C)C)(C4)C2)C3)cc1 (configuration not stated)	-9	23	7	6	-13	-5	8	-1	1.0	4
5	CCn1c(=O)c(CCC(=O)N2CCN(c3ccccn3)CC2)c(C)c2c(C)nn(-c3ccccc3)c21	4	-8	1	-8	-14	-2	-6	5	1.7	8
6	O=C(O)CSc1nc2c(cnn2-c2ccccc2)c(=O)n1-c1ccc(Br)cc1	2	-4	0	-4	27	-4	-6	2	-0.6	2
7	CC1=CC2=NC(=O)/C(=C/c3coc4ccc(Cl)cc4c3=O)C(=N)N2O1	6	-4	-6	-492	13	-1	6	2	1.2	0
8	C[C@@]12C(=O)N(c3cccc(F)c3)C(=O)N1[C@@H]1c3ccccc3OC[C@@H]1[C@H]2c1ccccc1	17	-12	-2	4	·	-3	-1	·	-0.8	29*

# Next part, overlapping the part above by four compounds.
no.	Structure	CCHF vOTU inh	BoNT-F LC inh	Anthrax LF inh2	MazEF act	VHR inh abs	Rv3671c inh	PriA SSB inh	SARS 3CLpro inh	BoNT-A LC inh2	PrPC surface inh
5	CCn1c(=O)c(CCC(=O)N2CCN(c3ccccn3)CC2)c(C)c2c(C)nn(-c3ccccc3)c21	4	-8	1	-8	-14	-2	-6	5	1.7	8
6	O=C(O)CSc1nc2c(cnn2-c2ccccc2)c(=O)n1-c1ccc(Br)cc1	2	-4	0	-4	27	-4	-6	2	-0.6	2
7	CC1=CC2=NC(=O)/C(=C/c3coc4ccc(Cl)cc4c3=O)C(=N)N2O1	6	-4	-6	-492	13	-1	6	2	1.2	0
8	C[C@@]12C(=O)N(c3cccc(F)c3)C(=O)N1[C@@H]1c3ccccc3OC[C@@H]1[C@H]2c1ccccc1	17	-12	-2	4	·	-3	-1	·	-0.8	29*
9	COc1cc(F)cc(C2=CC(=O)C[C@H](c3ccc(F)cc3)C2)c1	4	1	-2	-6	·	-10	4	·	-0.2	3
10	CC(=O)Nc1ccc(NC(=O)CN2CCCC(C)C2)c(Cl)c1 (configuration not stated)	-4	-7	-1	0	21	14	-9	-2	-0.6	4
11	Cc1ccc(S(=O)(=O)Nc2ccc(NC(=O)Nc3cccc(C(F)(F)F)c3)cc2)cc1	23	-3	-2	5	18	-96	3	7	0.2	13
12	COc1ccc(CN2C(=O)c3cccnc3C2=O)cc1S(=O)(=O)NC(C)C	-8	-4	3	0	-7	-1	0	0	-0.7	2
13	CC1CC(C)CN(S(=O)(=O)c2ccc(C(=O)NN3CCOCC3)cc2)C1 (configuration not stated)	-10	1	0	0	-29	-4	1	-4	-0.2	4
14	CCOC(=O)N1CCN(C(=O)c2cccc(NS(=O)(=O)c3ccc(F)c(F)c3)c2)CC1	0	3	-1	-2	-7	-10	-9	-1	0.7	-1
15	CCOC(=O)C1CCCN(Cc2ccccc2Cl)C1 (configuration not stated)	-7	14	-3	3	-6	5	-2	10	0.5	-7
16	Cc1ccc(S(=O)(=O)N2CCOCC2)cc1C(=O)NCc1ccc(F)cc1	0	-5	0	0	22	0	-3	-3	0.0	5
17	CC(=O)c1ccc(OC(=O)CCc2nc3ccccc3s2)cc1	-7	-4	0	-8	2	2	-5	0	-0.6	-2
18	Cc1ccc2nc3c(cc(C(=O)NCCc4ccccc4)c(=N)n3CC3CCCO3)c(=O)n2c1 (configuration not stated)	-221	-2	-10	4	17	-2	5	-5	0.9	-41
19	COCCCNC(=O)Cn1nnc(-c2ccc(NC(=O)c3ccccc3OC)cc2)n1	-15	-4	-5	3	17	5	-5	0	-1.6	6
20	O=C1Nc2ccccc2SC(c2ccccc2)C1O (configuration not stated)	-12	-3	-2	-1	-4	-5	-8	-1	2.0	4
21	Fc1ccccc1NC(=S)N(CCN1CCCCCC1)Cc1cccs1	-13	-4	-7	-8	8	2	-1	2	-0.9	-9
22	CC1(C)Cn2c(nnc2-c2cccc(O)c2)S1	-2	3	1	3	-8	0	-12	0	0.5	14
23	CCS(=O)(=O)N1CCN(S(=O)(=O)c2ccc(F)cc2)CC1	22	0	-4	3	31	-2	-3	-4	-1.1	4
24	C[C@H](CO)N1C[C@H](C)[C@H](CN(C)S(=O)(=O)c2ccccc2C#N)OCc2cnnn2CCCC1=O	-7	-15	-6	7	·	·	·	·	-0.1	10
25	Cc1ccc(NC(=O)N2CCCC2)cc1Cl	2	-6	-1	5	-27	-8	-8	6	-0.2	5
26	C#CCn1c(=O)cc(C)c2ccccc21	-2	1	-4	2	7	-3	-2	2	-1.4	7
27	O=C(O)c1nn(CC(=O)N2CCC(Cc3ccccc3)CC2)c(=O)c2ccccc12	5	-16	-9	5	-47	4	0	5	-2.0	-2
28	COc1ccc(NC(=O)c2nc3nccc(C)n3n2)cc1S(=O)(=O)N1CCOCC1	-9	-7	-4	13	·	6	0	·	0.1	-3
29	c1cncc(CSc2nnc3ccc(-c4ccncc4)nn23)c1	2	5	-4	-1	41	4	-6	-4	-0.2	-18
30	COc1ccc(CCNC(=O)CCc2ccc(S(=O)(=O)NC(C)C)cc2)cc1OC	-13	2	-6	7	-2	-2	1	1	0.5	0
31	Cc1cccc(C)c1NC(=O)CN(C)C(=O)CC1OC(=O)c2ccccc21 (configuration not stated)	1	6	-6	-1	·	2	-6	·	0.4	0
32	O=C(O)c1ccc(-c2ccc(-c3ccccc3)cc2)s1	·	2	-1	·	-8	-7	·	3	0.1	·
33	Cc1ccccc1C(=O)NC(=S)Nc1ccc(Cc2ccncc2)cc1	-2	-6	-1	-3	2	-8	-4	9	-0.3	4
34	COc1ccc(-c2ccc(OC)cc2C(=O)O)cc1	-1	0	-1	-5	-19	-6	-9	0	1.4	-5
35	Cn1ncc(N=Cc2ccccc2O)c1C(=O)N1CCOCC1	-3	4	2	19	37	6	-11	-1	-0.6	6
36	CCCNC(=O)Cn1c(=O)cnc2ccccc21	0	2	1	-1	-4	-5	-13	3	-0.1	-2
37	COc1ccccc1N1CCN(C(=O)c2cc3c(=O)n4cccc(C)c4nc3s2)CC1	-31	8	2	-4	-3	-8	-6	7	5.9	-11
38	CCC(C)NC(=O)Cn1c(=O)n(-c2ccc(OC)cc2)c(=O)c2ccc(C(=O)NCc3ccc(C)cc3)cc21 (configuration not stated)	2	6	0	-34	-9	-17	-5	0	-0.3	9
39	O=C(Nc1ccccc1)c1ccccc1OCC(O)CN1C(=O)c2ccccc2S1(=O)=O (configuration not stated)	5	5	-7	16	21	-4	0	4	-0.2	0
40	CC(C)(C)NC(=O)NC(=O)COC(=O)C1=COCCO1	0	-9	2	4	-8	-1	-17	1	-0.2	11
41	CC(=O)Nc1c(C(=O)N2CCCCCC2)cnn1-c1ccccc1Cl	-2	-3	-8	0	9	-6	-4	-5	0.6	10
42	CCS(=O)(=O)N1Cc2ccccc2CC1C(=O)Nc1cccc(C)c1 (configuration not stated)	1	2	-2	-34	28	0	-3	2	0.2	-1
43	CC(C)(C)C(=O)Nc1ccc(S(=O)(=O)Nc2ccccn2)cc1	-13	-4	-2	-11	5	-2	2	7	-0.5	1
44	CCNc1nc(N2CCOCC2)nc(N(c2ccccc2)c2ccccc2)n1	-12	-3	-6	1	-5	-5	-19	1	-0.5	-2
45	CCOC(=O)[C@]12CCCC=C1N(Cc1ccc(Cl)cc1Cl)C(=O)[C@H](CC(=O)N1CCC(c3ccccc3)CC1)C2	5	3	2	·	·	·	·	·	-0.2	1
46	Cc1cc([N+](=O)[O-])ccc1NC(=O)CCC(=O)N1CCCC1	20	-3	0	1	6	-4	1	-5	-0.7	-12
47	COc1ccc(OC)c(NC(=O)CSc2nnc(CNc3ccc(F)cc3)o2)c1	-8	-9	-8	2	14	-10	7	-2	-0.6	1
48	CS(=O)(=O)Nc1ccccc1C(=O)Nc1ccccc1Cl	6	-1	-4	4	9	7	-2	-5	-0.6	0
49	FC(F)Oc1ccc(N=C2SCC3CCCCN23)cc1 (configuration not stated)	-8	1	-11	12	-3	-3	-51	0	-1.7	2
50	CS(=O)(=O)Nc1cccc(S(=O)(=O)N2CCN(C(=O)c3ccccc3)CC2)c1	13	5	-3	-3	1	5	-6	-4	-0.2	11
51	CC(=O)Nc1ccc(S(=O)(=O)NCc2nnnn2-c2ccc(Cl)cc2)cc1	4	10	-1	-4	·	0	-2&-3	·	2.0	3
52	Cn1nccc1NC(=O)Nc1cccc(Br)c1	·	-1	0	-5	16	-3	-3	1	-1.4	·
53	O=C(NCCN1CCOCC1)c1cccc(NS(=O)(=O)c2ccc(Br)cc2)c1	0	-6	-1	1	·	6	-22	·	0.1	3
54	Cc1cccc(OCC(=O)NCc2ccccc2)c1	-1	-7	-6	2	-8	1	-41	-2	-1.0	11
55	Cc1ccc(Cn2ccc(NC(=O)c3cc(-c4cccc(Cl)c4)on3)n2)cc1	·	-3	-6	5	18	-3	-9	2	-0.9	·
56	CCCCCCOc1ccc(N2C(=O)CC(N3CCC(C(=O)OCC)CC3)C2=O)cc1 (configuration not stated)	6	-8	-2	-2	7	-1	-2	-7	-1.0	0
57	O=c1c2cnn(-c3ccccc3)c2ncn1Cc1ccccc1	18	-4	6	5	40	-1	-17	2	-0.7	8
58	CCc1ccc(S(=O)(=O)N/N=C\c2ccc3c(c2)OCO3)cc1	0	-5	0	0	-2	1	·	1	-1.4	-2
59	N#Cc1nc(COc2ccc(F)cc2)oc1N1CCN(Cc2ccccc2)CC1	12	-7	-9	-3	-2	5	26	-4	0.1	4
60	CCOC(=O)CNC(=O)CSc1nnc(Cn2c(=O)sc3ccccc32)n1C	-2	4	-5	1	14	0	-3	1	0.0	-3
61	O=C(NCc1ccc(Cl)cc1)c1cccc(NC2=NC3CS(=O)(=O)CC3S2)c1 (configuration not stated)	1	-6	-1	19	-18	3	-7	-7	0.0	4
62	CCN(CC)S(=O)(=O)c1ccc(OC)c(NC(=O)c2ccc(N3CCCC3=O)cc2)c1	-1	-10	0	5	·	5	-8	·	-0.2	7
63	CC1CCC(CN2C(Nc3ccccc3)=NC[C@@H]2Cc2ccccc2)CC1 (some centres not stated)	0	-8	0	15	·	-1	1	·	0.0	-2
64	O=c1c2ccccc2nc(-c2ccc([N+](=O)[O-])cc2)n1-c1ccccc1	-5	-2	5	-5	46	2	-4	4	0.5	-1

# (listing goes on)
no.	Structure	CCHF vOTU inh	BoNT-F LC inh	Anthrax LF inh2	MazEF act	VHR inh abs	Rv3671c inh	PriA SSB inh	SARS 3CLpro inh	BoNT-A LC inh2	PrPC surface inh
65	O=C(NCCCn1ccnc1)c1[nH]c(C(F)(F)F)nc1-c1ccccc1	-6	-11	-1	·	·	·	·	·	-0.7	-6
66	O=C(NCCC(=O)N1CCC2(CC1)NCCc1[nH]cnc12)c1ccc(Br)cc1	5	-1	-7	10	4	-20	8	-6	-0.7	-1
67	FC(F)(F)c1ccc(-c2nnc(-c3cccnc3)o2)cc1	1	?	-20	13	2	-1	-8	3	4.9	1
68	O=C(NCc1cccnc1)c1cccn1-c1ncc(C(F)(F)F)cc1Cl	-3	-1	9	9	17	-3	1	-1	-0.5	-5
69	CC(=O)c1cccc(NC(=O)CCc2nnc3ccc(NCc4ccco4)nn23)c1	7	-6	-2	6	9	4	5	0	-1.5	2
70	COc1ccc(-n2c(SCC(=O)Nc3ccc4c(c3)OCO4)nc3ccccc3c2=O)cc1	-19	-8	-6	-6	10	-15	-22	-7	-1.9	1
71	COc1cc2nc(NC(=O)c3ccccc3)sc(=O)c2cc1OC	-11	13	8	-5	-10	·	-17	3	-0.1	3

# Screens deposited in PubChem by several laboratories.
